SRC1 inh: human NCOA1 inhibition | HEK293 GAL4-SRC1 luciferase reporter, luminescence | inhibition, % at 3.6 µM | actives 0.12% (n = 360,000);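 active means inhibition above the campaign mean plus 3 SD, with each screening campaign given its own cutoff, cut at about 60% in these data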;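 further: 0% = DMSO treated cells and 100% = gossypol at 36 µM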
TWEAK-Fn14 inh: inhibitors of TWEAK-Fn14 interaction signaling; TWEAK-stimulated Fn14 reporter cells, luciferase luminescence, 8 h; inhibition, % at 10 µM; actives 2% (n = 360,000); AID 1159606; in the data active means inhibition above about 50%
ABHD5-PLIN5 inh: inhibitors of human ABHD5-perilipin-5 interaction | AID 602281 | Split G. princeps luciferase complementation, luminescence, 4 h | actives 0.78% (n = 360,000) | Q00G26+Q8WTS1 | inhibition, % at 4 µM;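 active means inhibition above the mean inhibition across every tested compound plus 3 SD, cut at about 22% in these data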;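 further: 0% = DMSO only wells and the 100% control is not disclosed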
TLR9-MyD88 block: TLR9-MyD88 interaction inhibition; actives 0.21% (n = 340,000); CHO BLA complementation TLR9-MyD88, CCF4 FRET ratio; Q9NR96+Q99836; AID 504734; inhibition, % at 4.98 µM;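 active means inhibition above the mean over all tested compounds plus 3 SD, cut at about 21% in these data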;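 further: 0% = DMSO only wells and 100% = clavulanate BLA inhibitor control wells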
NOD2-RIPK2 inh: NOD2-RIPK2 protein interaction inhibition. CHO BLA complementation NOD2-RIPK2, CCF4 ratio. O43353. inhibition, % at 4.98 µM. actives 0.38% (n = 360,000). AID 624267; in the data active means inhibition above about 21%;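 further: 0% = vehicle only and 100% = reference blocker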
NCOA3 inh: inhibits human SRC3 coactivator | actives 0.17% (n = 360,000) | AID 588352 | inhibition, % at 3.6 µM | Q9Y6Q9 | HEK293 GAL4-SRC3 luciferase reporter, luminescence;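 active means inhibition above a per-campaign cutoff, the mean of all compounds plus 3 SD, cut at about 60% in these data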;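 further: 0% = DMSO-treated cells and 100% = gossypol-treated cells at 36 µM; higher means less SRC3-driven luciferase light from the GAL4 reporter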
Target sequence (Q9Y6Q9 whole entry, looked up, the tested form may be a part): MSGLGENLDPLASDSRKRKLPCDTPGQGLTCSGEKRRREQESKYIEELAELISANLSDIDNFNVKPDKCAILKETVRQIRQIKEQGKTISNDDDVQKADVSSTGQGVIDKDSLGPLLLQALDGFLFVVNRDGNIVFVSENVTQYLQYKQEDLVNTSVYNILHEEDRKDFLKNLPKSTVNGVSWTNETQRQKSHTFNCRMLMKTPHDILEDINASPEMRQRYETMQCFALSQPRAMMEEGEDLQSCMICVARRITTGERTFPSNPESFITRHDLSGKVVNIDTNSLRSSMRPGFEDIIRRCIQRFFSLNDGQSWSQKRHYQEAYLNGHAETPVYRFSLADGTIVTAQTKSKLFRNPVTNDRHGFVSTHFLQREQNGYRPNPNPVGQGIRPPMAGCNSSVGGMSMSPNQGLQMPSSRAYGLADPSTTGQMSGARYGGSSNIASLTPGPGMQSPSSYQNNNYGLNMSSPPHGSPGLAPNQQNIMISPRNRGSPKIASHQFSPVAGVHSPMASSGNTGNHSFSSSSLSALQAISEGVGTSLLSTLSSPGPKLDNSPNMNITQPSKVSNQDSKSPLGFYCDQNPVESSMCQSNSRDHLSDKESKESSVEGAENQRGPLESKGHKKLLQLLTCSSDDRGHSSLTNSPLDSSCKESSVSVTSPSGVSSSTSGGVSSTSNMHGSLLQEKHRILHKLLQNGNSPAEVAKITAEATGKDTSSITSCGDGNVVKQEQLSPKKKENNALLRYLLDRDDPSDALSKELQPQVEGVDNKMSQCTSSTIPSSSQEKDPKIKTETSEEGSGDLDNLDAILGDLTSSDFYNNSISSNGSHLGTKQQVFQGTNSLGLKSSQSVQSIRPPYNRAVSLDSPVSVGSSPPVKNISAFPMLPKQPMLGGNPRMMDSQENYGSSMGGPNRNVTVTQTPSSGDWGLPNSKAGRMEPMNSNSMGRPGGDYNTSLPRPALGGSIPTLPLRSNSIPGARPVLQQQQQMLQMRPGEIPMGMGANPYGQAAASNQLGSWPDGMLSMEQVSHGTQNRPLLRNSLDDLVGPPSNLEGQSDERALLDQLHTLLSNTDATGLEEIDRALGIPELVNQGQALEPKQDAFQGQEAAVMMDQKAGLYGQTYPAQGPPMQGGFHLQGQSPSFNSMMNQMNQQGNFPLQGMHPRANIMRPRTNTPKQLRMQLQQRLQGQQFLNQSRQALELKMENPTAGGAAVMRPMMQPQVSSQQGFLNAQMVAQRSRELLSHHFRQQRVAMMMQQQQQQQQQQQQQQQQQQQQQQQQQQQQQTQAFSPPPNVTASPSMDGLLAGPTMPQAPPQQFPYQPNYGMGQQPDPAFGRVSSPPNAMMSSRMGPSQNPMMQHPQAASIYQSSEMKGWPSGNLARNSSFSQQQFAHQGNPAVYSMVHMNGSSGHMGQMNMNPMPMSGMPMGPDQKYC
NCOA2 inhibitor: human SRC2 (NCOA2) inhibition; AID 651957; Q15596; inhibition, % at 9 µM; HEK293 GAL4-SRC2 luciferase reporter, luminescence; actives 0.17% (n = 370,000);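 active means inhibition above the mean inhibition of all tested compounds plus 3 SD, set per campaign, cut at about 52% in these data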;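 further: 0% = DMSO treated cells and 100% = cells given Gossypol at 36 µM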
NR2F2 inh: inhibitors of human COUP-TFII (NR2F2); P24468; HEK293T NGFI-A luciferase reporter, luminescence; inhibition, % at 8.6 µM; actives 0.7% (n = 370,000); AID 686940;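 active means inhibition above a per-plate cutoff, mean inhibition of test wells between control levels plus 3 SD, cut at about 38% in these data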;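 further: cells cotransfected with COUP-TFII expression vector driving the NGFI-A reporter; 0% = median of COUP-TF2 test wells and 100% = reporter-only cells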
TROY signal inh: TROY signaling inhibition | Q293 LMP1-TROYcd NF-kB luciferase reporter, 4 h | inhibition, % at 10 µM | actives 0.98% (n = 360,000) | AID 1347056;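 active means compounds whose plate-normalised and pattern-corrected inhibition of the luciferase reporter signal at the single screening dose is 50% or more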
Exocytosis inh: lytic granule exocytosis inhibition | TALL-104 LAMP-1 surface exposure, flow cytometry; cells stimulated with thapsigargin and PMA | actives 0.66% (n = 360,000) | inhibition, % at 10 µM;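 active means inhibition above about 55%, limit read from the data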
NR5A2 inv ag: suppresses constitutive activity of human LRH-1 | inhibition, % at 3.6 µM | O00482 | AID 602396 | HEK293T StAR-luciferase reporter, LRH-1 transfected, 24 h | actives 0.13% (n = 360,000);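 active means inhibition above the mean inhibition of all tested compounds plus 3 SD, cut at about 73% in these data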;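 further: 0% = DMSO wells and 100% = reporter-only cells lacking LRH-1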
Active calls of the source: *; . = not tested or not shown; & = joins results of further samples. A portion of the library; the hit share may differ from the screen's.

SMILES	SRC1 inh	TWEAK-Fn14 inh	ABHD5-PLIN5 inh	TLR9-MyD88 block	NOD2-RIPK2 inh	NCOA3 inh	NCOA2 inhibitor	NR2F2 inh	TROY signal inh	Exocytosis inh	NR5A2 inv ag
COC(=O)[C@@]1(Cc2ccc(F)cc2)[C@H]2c3cc(C(=O)N(C)C)n(Cc4cc(C)n(C)n4)c3C[C@H]2CN1C(=O)c1ccccc1	.	0	10	.	6	.	4	8	-7	4	-20
Cn1c(=O)c2c(nc(Oc3ccc4c(c3)OCO4)n2Cc2ccc(F)cc2)n(C)c1=O	-12	-15	7	-9	-20	7	-17	-1	-17	5	-27
COc1ccccc1NS(=O)(=O)c1ccc(Cl)c(NC(=O)C(C)N2C(=O)c3ccccc3C2=O)c1 (stereo not given)	-16	-10	1	0	3	1	1	-9	7	-3	4
CC1=CC2=NC(=O)/C(=C/c3coc4ccc(Cl)cc4c3=O)C(=N)N2O1	4	0	5	9	9	-2	28	6	19	-1	11
COc1cccc(NC(=O)COc2ccc(N3CC(C(=O)NCC(C)C)CC3=O)cc2)c1 (stereo not given)	2	-4	3	-4	-13	12	6	-12	-11	0	15
O=C1OC(/C=C/c2ccc(Cl)cc2)=NC/1=C/c1ccco1	-16	21	10	7	2	-1	0	-1	-16	0	-5
CC(C)C(NCc1c(Cl)cccc1Cl)C(=O)O (stereo not given)	5	-6	1	4	0	5	-14	-15	20	-2	4
O=C(/C=C/c1ccccc1Cl)N(Cc1ccc(Cl)cc1)C1CCS(=O)(=O)C1 (stereo not given)	-9	-3	-1	2	2	12	-7	10	20	-4	5
COc1ccccc1-c1ccc(SCc2ccc(F)cc2)nn1	-12	-24	1	-4	3	-19	6	-7	-20	-2	-17
Cc1ccccc1NC(=O)Cc1nc(COC(=O)C(NC(=O)c2ccccc2C)C(C)C)cs1 (stereo not given)	15	-2	-11	7	4	2	-2	22	-5	-1	-16
COCC1CCCN(C(=O)c2ccc(OC3CCN(Cc4ccccn4)CC3)cc2)C1 (stereo not given)	0	-13	-9	-2	-4	4	10	2	9	1	4
Cc1cc(=O)oc2cc(OC(C)C(=O)NCCCn3ccnc3)ccc12 (stereo not given)	3	20	3	-8	-6	14	15	-6	-12	-8	1
O=C(NCCc1ccccc1)C1(S(=O)(=O)c2ccc(Cl)cc2)CC1	10	17	0	3	12	8	-14	-6	-2	0	1
Cc1cc(C)nc(NS(=O)(=O)c2ccc(NC(=O)CSc3nc4ccccc4[nH]3)cc2)n1	-10	14	4	-5	1	-8	0	1	16	0	11
O=C1Oc2ccccc2C(=O)/C1=C\N1CCN(c2ccccc2)CC1	-23	4	0	-7	-9	5	3	-7	20	-1	-2

The final 2 compounds of the part above open the next one:
SMILES	SRC1 inh	TWEAK-Fn14 inh	ABHD5-PLIN5 inh	TLR9-MyD88 block	NOD2-RIPK2 inh	NCOA3 inh	NCOA2 inhibitor	NR2F2 inh	TROY signal inh	Exocytosis inh	NR5A2 inv ag
Cc1cc(C)nc(NS(=O)(=O)c2ccc(NC(=O)CSc3nc4ccccc4[nH]3)cc2)n1	-10	14	4	-5	1	-8	0	1	16	0	11
O=C1Oc2ccccc2C(=O)/C1=C\N1CCN(c2ccccc2)CC1	-23	4	0	-7	-9	5	3	-7	20	-1	-2
CC(=O)Nc1ccc(-c2ccc(NC(C)=O)c(O)c2)cc1O	-38	-14	0	1	5	-28	-8	4	-24	0	-40
COC(=O)c1ccccc1OCc1cccc(C)n1	-17	18	3	-2	-15	5	-1	4	5	3	-10
CCOc1ccc(CNC(=O)C2CCN(S(=O)(=O)N3CCCC3)CC2)cc1OC	-22	-4	12	-6	3	13	-11	-11	-4	-3	5
CCN(c1ccccc1)S(=O)(=O)c1ccc(OC)c(NC(=O)Cc2ccc(OC)c(OC)c2)c1	-3	20	6	-6	-2	-23	4	32	29	-10	-14
Cc1ccc2oc(=O)c3cc(C(=O)NCCN4CCc5ccccc5C4)sc3c2c1	-1	-4	7	7	0	0	-3	6	-24	8	5
CN1CCN(CCCN2c3ccccc3Sc3ccc(C(F)(F)F)cc32)CC1	-21&13&7	-4&-34&2	5&0&17	-3&8&8	12&-9&-3	-9&1&-2	7&-10&12	9&6&5	12&5&-1	4&8&26	-2&-13&6
Cc1ccc(C(c2c(C)[nH][nH]c2=O)c2c(C)[nH][nH]c2=O)cc1[N+](=O)[O-]	6	-1	-2	0	5	17	-19	19	-20	-1	7
COc1ccc(-c2cc(C(=O)OCC(=O)NC3CC3)c3ccccc3n2)cc1	-3	-42	11	1	-1	-30	-30	-13	-29	0	-30
Cc1cc2c(cc(C(=O)OCC(=O)NC3CCCCC3)n2C)o1	-17	-48	16	0	-6	-14	-4	-12	-5	-2	-11
O=C(NCc1ccc(C(F)(F)F)cc1)C1CC(c2c(Cl)cccc2Cl)=NO1 (stereo not given)	-14	-23	2	-6	-2	1	-5	-20	-13	-4	9
Cc1ccc(N2CC(C(=O)N3CCC(C(=O)NC(C)(C)C)CC3)CC2=O)cc1 (stereo not given)	-7	8	9	-1	-6	-9	13	-14	3	3	15
CC1CN(C2CCN(C(=O)COc3ccc(Cl)cc3)CC2)CC(C)O1 (stereo not given)	2	10	-4	2	-17	3	-14	10	0	-1	-5
CC(=O)Nc1ccc(NC(=S)NC(=O)/C=C/c2ccc(Cl)cc2)cc1	2	-5	3	7	1	4	-24	14	-11	2	-15
Nc1nc2c(nc(SCc3ccccc3Br)n2[C@@H]2O[C@H](CO)[C@@H](O)[C@H]2O)c(=O)[nH]1	9	7	4	-9	-10	-12	19	-4	0	2	8
CCCCCc1nnc(NC(=O)C(=O)OCC)s1	-13	4	1	-4	13	15	1	2	-11	0	1

Structural class, those above with a furan ring, fused or not
SMILES	SRC1 inh	TWEAK-Fn14 inh	ABHD5-PLIN5 inh	TLR9-MyD88 block	NOD2-RIPK2 inh	NCOA3 inh	NCOA2 inhibitor	NR2F2 inh	TROY signal inh	Exocytosis inh	NR5A2 inv ag
O=C1OC(/C=C/c2ccc(Cl)cc2)=NC/1=C/c1ccco1	-16	21	10	7	2	-1	0	-1	-16	0	-5
Cc1cc2c(cc(C(=O)OCC(=O)NC3CCCCC3)n2C)o1	-17	-48	16	0	-6	-14	-4	-12	-5	-2	-11

Further results follow:
SMILES	SRC1 inh	TWEAK-Fn14 inh	ABHD5-PLIN5 inh	TLR9-MyD88 block	NOD2-RIPK2 inh	NCOA3 inh	NCOA2 inhibitor	NR2F2 inh	TROY signal inh	Exocytosis inh	NR5A2 inv ag
Cc1cc(NC(=O)CCl)n(-c2nc3ccccc3s2)n1	-13	3	-2	2	-11	-20	2	-3	26	6	9
CCc1ccc(N2C(=O)C3NN=C(C(=O)OCc4ccccc4)C3C2=O)cc1 (stereo not given)	-1	-3	4	2	2	13	12	-5	-5	-2	12
CCCC(C(=O)O)n1c(O)c(C=C2N=c3ccccc3=N2)sc1=S (stereo not given)	-16	-3	-6	1	-4	14	-22	20	1	-1	9
CC(C)Nc1ncnc2c1ncn2[C@H]1CN(Cc2cccnc2)C[C@@H](CO)O1	8	-21	-2	.	-6	5	-4	-2	3	1	23
COc1cc(-c2nnc3n2CCCCC3)cc(OC)c1OC	-7	21	-4	10	9	13	18	-4	-10	1	1
COc1ccc(CCNC(=O)CSc2nn(-c3ccccc3)c(=S)s2)cc1OC	-35	-11	1	1	-9	5	1	3	1	1	-3
CCOc1ccc(NC(=O)c2sc3nc(N4CCOCC4)c4c(c3c2N)CCCC4)cc1	-12	-4	3	4	-7	10	-14	18	-4	55	10
COc1cccc(CNC(=O)CN(C)S(=O)(=O)c2ccc3c(c2)CC(C)N3C(C)=O)c1 (stereo not given)	10	10	-3	0	0	-5	-5	14	5	-1	9
COc1cccc(C(=O)NCC(=O)NNc2ncnc(N)c2[N+](=O)[O-])c1	-17	8	0	5	-3	-8	-42	-9	4	-1	10
N/C(=N\OC(=O)c1cc(-c2ccccc2)nc2ccccc12)c1cccnc1	9	-12	-3	-8	-7	10	12	10	-4	-3	14
O=C(O)C1CCN(C(=O)OCc2ccccc2)CC1	-82	-27	-11	3	-5	-71	.	.	-46	1	-125
CN(C(=O)CCN1C(=O)c2ccccc2C1=O)C1CCCCC1	6	-17	-1	7	-4	18	-9	-13	-28	-3	36
Cc1nc2c(C(=O)N3CCN(c4ccccn4)CC3)cnn2c(C)c1Cc1cccc(Cl)c1	-5	9	5	0	7	17	11	-2	30	-3	-1
COc1cccc(C(=O)NCCCN2CCN(CCCNC(=O)c3cccc(OC)c3)CC2)c1	12	-1	2	5	-7	8	8	3	-1	-1	5
Cc1ccc2nc(SC(C(=O)c3ccccc3)c3ccccc3)nc(C)c2c1 (stereo not given)	12	12	2	14	-4	-4	0	-20	-11	-2	1
CCOc1cc(-c2c(C)c(C)nc(N)c2C#N)ccc1O	-3	16	16	-11	1	-12	-27	13	8	0	-35
Clc1ccc(-c2nnc(-c3ccccc3)o2)cn1	-55	-36	0	3	0	-68	-16	-34	-33	-6	-55
COc1ccc(COc2ccccc2C(=O)Nc2ccccn2)cc1[N+](=O)[O-]	2	-13	0	1	-9	13	12	12	-4	1	24
Cn1c(CN2CCCC(C(=O)c3ccc4c(c3)OCO4)C2)nc2ccccc21 (stereo not given)	23	9	-10	-1	3	11	-31	3	-6	-2	2
O=c1cc(-c2ccccc2Cl)oc2c(NS(=O)(=O)c3ccccc3C(F)(F)F)ccc(O)c12	14	6	-6	-8	-7	2	-5	-4	-3	-4	3
CS(=O)(=O)c1ccc(Cl)c(NC(=O)c2cc(=O)[nH]c3ccc(S(=O)(=O)N4CCOCC4)cc23)c1	3	-5	10	-16	7	3	0	-14	-9	-3	-10
COc1cc(/C=C(\C#N)C(=O)Nc2ccc3ccccc3c2)c([N+](=O)[O-])cc1OC	6	-44	-3	-13	1	-5	-1	8	19	-9	7
CC(C)(C)C(=O)Nc1sc2c(c1C#N)CCN(Cc1ccccc1)C2	-3	0	-8	5	5	-24	2	-14	-4	-6	-17
COCCN(Cc1ccccc1)C(=O)c1c(C)nn(-c2ccccc2)c1C	1	8	-3	-12	0	0	-8	8	-10	-1	-1
Cc1cc(Cl)ccc1OC(C)C(=O)Nc1ccc(S(=O)(=O)N2CCOCC2)cc1 (stereo not given)	7	-2	-8	-16	0	-11	21	7	17	1	-10
NC(N)=Nc1nc(C2COc3ccccc3O2)cs1 (stereo not given)	-119	35	3	11	-18	-104	-19	-47	-30	2	-214
Cc1ccc(NC(=O)Nc2nnc(Cc3ccc(F)cc3)s2)cc1	-3	-33	-8	-3	-3	-8	-16	2	-13	15	-2
O=C(C1CCN(S(=O)(=O)c2ccccc2F)CC1)N1CCc2ccccc21	-14	-14	2	8	5	-6	-5	6	-1	2	-20
Cn1c(=O)c(C(=O)COc2ccc(C#N)cc2)c(N)n(Cc2ccccc2)c1=O	-15	-6	2	0	-2	1	-10	6	20	9	9
O=C(N/N=C/c1ccccn1)c1cc(-c2ccc(Br)s2)[nH]n1	6	-7	0	-8	-8	-13	5	-19	2	35	-3
O=C(CCc1ccccc1)Nc1cc(C(=O)O)cc(C(=O)O)c1	11	-4	1	1	0	12	-22	-4	9	1	-5
CC1CCN(S(=O)(=O)c2cc(C(=O)N3CCN(c4ccccc4)CC3)ccc2Br)CC1	9	24	-5	8	-5	0	4	47*	34	-2	2
NNC(=O)c1snnc1-c1ccccc1	-6	-22	1	4	-7	30	-11	-13	-2	-2	-3
COc1ccc(C(=O)NC2=NCCS2)cc1S(=O)(=O)N1CCOCC1	-4	-1	-2	-2	-2	4	-40	-7	-3	1	-2
